Rat MKP-3 inhibitors: MKP-3 phosphatase inhibitors, primary screen, biochemical, rat enzyme, in vitro (AID 425); Dual specificity protein phosphatase 6 (Rattus norvegicus); recombinant MKP-3 phosphatase activity, fluorescence; higher % means a stronger effect; one-dose inhibition, % at 20 µM; IC50 in µM for titrated hits; 0.17% of 110,000 active; in the data active means inhibition above about 50%;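 further: plate controls were vehicle for no effect and reference inhibitor for full effect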
Hsp70 displacement: Hsp70 inhibitors, probe displacement, primary screen, biochemical, fluorescence polarization (AID 583); 0.06% of 140,000 active; Heat shock 70 kDa protein 1A (Homo sapiens); one-dose displacement, % at 20 µM; IC50 in µM for titrated hits; Hsp70 fluorescence polarization probe displacement, mP; higher % means a stronger effect; in the data active means displacement above about 50%;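 further: plate controls were vehicle for no effect and reference ligand for full effect; a part of the inactive calls stands beside numbers as strong as those of hits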
An asterisk follows results filed as active; / = no result given; & = joins results of further samples.

Hsp70 displacement	Rat MKP-3 inhibitors	SMILES
-5.3%	-5%	Cc1cc(C(=O)O)cc(S(=O)(=O)N2CCOCC2)c1C
4.4%	2%	O=C(CSc1nnc(-c2ccncc2)o1)Oc1ccccc1
5.6%	-5%	COCCNC(=O)c1cc2n(n1)C(C(F)(F)F)CC(c1ccc(F)cc1)N2 (configuration not stated)
2.5%	/	O=C(c1ccc(Br)s1)N1CCN(C/C=C/c2ccccc2)CC1
1.5%	1%	CCn1c2ccccc2c2nnc(SCC(=O)Nc3cc(C)ccn3)nc21
2.2%	1%	O=C(COc1ccccc1[N+](=O)[O-])Nc1ccc(N2CCOCC2)c(Cl)c1
2.6%	-1%	O=C(c1cc2cc(Br)ccc2oc1=O)N1CCSC1c1ccc([N+](=O)[O-])cc1 (configuration not stated)
2.8%	2%	COc1ccc(/C=N/N(C)c2cc(C)nc(-c3ccccc3O)n2)cc1
-0.3%	2%	O=C(c1cnn2c(C(F)(F)F)cc(-c3cccs3)nc12)N1CCOCC1
-1.8%	2%	CCC1CCc2c(sc(NC(=O)Cc3ccccc3)c2C(=O)OC)C1 (configuration not stated)
-4.3%	0%	CCN(CC)c1ccc(C2NC(=O)NC(C)=C2C(=O)OCc2ccc(OC)cc2)cc1 (configuration not stated)
-3.2%	3%	O=C(NN(C(=O)C1CC1)c1nc2ccccc2s1)C1CC1
0.4%	-5%	CCCc1nc2ccccc2c(=O)n1NC(=O)c1c(O)c2cccc3c2n(c1=O)CCC3
1.7%	/	O=C(CN1CCN(Cc2ccccc2Cl)C1=O)NCc1ccco1
-0.2%	4%	CCN(CC)CCN1C(=O)C(O)=C(C(=O)/C=C/c2ccccc2)C1c1ccccc1OC (configuration not stated)
-1.2%	-5%	O=C(CCNc1n[nH]c(=O)[nH]c1=O)N1CCCCC1
4.6%	1%	CC(NC(=O)c1cc(-c2cccs2)on1)c1ccccc1 (configuration not stated)
1.5%	/	CCOC(=O)C1CCN(C(=O)C23CC4CC(CC(C4)C2)C3)CC1
/	0%	O=C(CCCOc1ccc(Cl)cc1)N1CCCCC1
-1.9%	-4%	CC1(C)Cc2nc(N)c(=O)sc2C1
7.1%	-1%	O=C(NC(=S)Nc1cc([N+](=O)[O-])cc(Cl)c1O)c1ccccc1
-1.5%	0%	Cc1cc(OCc2nn[nH]n2)c2c(-c3ccccc3)cc(=O)oc2c1
-0.2%	/	CCOc1c(Cl)cc(/C=N/O)cc1OC
-4.0%	/	Cc1nnc(SCC(=O)NCC2CCCCC2)n(N)c1=O
0.1%	-4%	O=C(CCC1CCCC1)N1CCN(C2CCCC2)CC1
-3.1%	-2%	COC(=O)c1sc2nc(N3CCCCC3)c3c(c2c1N)CC(C)(C)N(C)C3
-0.9%	0%	CCOc1ccc(N(CC(=O)Nc2ccccc2C)S(C)(=O)=O)cc1
-1.0%	0%	Cn1c(=O)c2c(nc(SCc3ccc([N+](=O)[O-])cc3)n2C)n(C)c1=O
5.3%	1%	N=C1C(c2nc3ccccc3s2)=C(O)CN1CCCO
3.1%	-3%	Cc1nnc(SCCn2c(N3CCN(C)CC3)nc3c2c(=O)n(C)c(=O)n3C)s1
-1.8%	-12%	CC(=O)Nc1nnc(Cc2ccccc2)s1
1.3%	2%	O=C(N/N=C/c1cccnc1)c1sc2ccccc2c1Cl
3.0%	-3%	Cc1ccccc1Cc1c(C)nc2c(C(=O)N3CCN(Cc4ccc5c(c4)OCO5)CC3)cnn2c1C
0.4%	-3%	CC1CCCCC12NC(=O)N(CC(=O)c1ccc[nH]1)C2=O (configuration not stated)
-2.8%	-3%	O=C(/C=C/c1cc(Br)cs1)Nc1ccc(Cl)cc1Cl
-3.0%	3%	O=C(Cn1cnc2c(oc3ccccc32)c1=O)NCc1ccco1
-2.6%	1%	CCCC1=NN2C(=N)/C(=C/c3ccc(-c4ccccc4C(=O)OC)o3)C(=O)N=C2S1
-4.0%	-12%	COc1ccc(OC)c(S(=O)(=O)N2CCC(C(=O)N3CCc4ccccc4C3)CC2)c1
3.5%	5%	CCOc1ccccc1C1N(c2ccc(F)cc2)C(=O)C2CCCN21 (configuration not stated)
0.7%	5%	COc1ccc(CCNc2cc(N3CCN(C(=O)c4ccccc4F)CC3)ccc2[N+](=O)[O-])cc1OC
1.0%	-7%	Cc1[nH]nc2c1C(c1ccccc1F)NC2=O (configuration not stated)
-2.9%	-5%	COCc1nnc(NC(=O)c2ccc(S(=O)(=O)N(C)C3CCCCC3)cc2)o1
-2.3%	-6%	CCCCOc1ccc(-c2nnn(C(C)(C)C(=O)OC)n2)cc1
-0.5%	5%	CSc1nncc(-c2ccc(F)cc2)n1
-2.1%	/	CCC/S(CC1CC1(Cl)Cl)=N\S(=O)(=O)c1ccc(C)cc1 (configuration not stated)
1.1%	/	CN1CC(c2ccccn2)C2(SC(=S)N(Cc3ccccc3)C2=O)C12C(=O)Nc1ccccc12 (configuration not stated)
2.4%	-1%	COc1ccc(CCNC(=O)C(=O)Nc2cccc(C)c2)cc1
2.3%	-2%	COc1ccc(C(=O)Nc2cccc(C(=O)Nc3nccs3)c2)cc1
0.4%	4%	CC/C(=C/C(=O)c1ccncc1)Nc1cccc(O)c1
2.8%	3%	CSc1nc2ccc(NC(=O)/C=C/c3ccccc3)cc2s1
-1.9%	10%	CCC1SC2=NCCN2C1(O)c1ccc(Cl)cc1 (configuration not stated)
4.4%	/	CCOc1ccc(-c2nnn(CC(=O)NCc3ccc4c(c3)OCO4)n2)cc1
0.2%	-6%	c1ccc(Cc2nc(-c3ccccn3)no2)cc1
3.7%	-1%	C/C(=N/OCC(=O)N/N=C/c1ccccc1NS(=O)(=O)c1ccc(C)cc1)c1ccccc1
3.8%	/	COc1cc2c(cc1OC)C1C/C(=N\O)C(CC(C)C)CN1CC2 (configuration not stated)
-1.2%	6%	O=C(O)c1ccc(NC(=O)C2C3CCC(C3)C2C(=O)O)cc1 (configuration not stated)
12%	-6%	COc1cc2[nH]c(=S)n(CCCN3CCOCC3)c(=O)c2cc1OC
-1.9%	-9%	CN1CCN(Cc2ccc(OCc3ccccc3)cc2)CC1
2.0%	0%	O=c1c2ccccc2c(=O)c2c1c(O)cc1sc3ccccc3[nH]c12
-4.1%	2%	COc1cc(NC(=O)COc2ccccc2C)cc(OC)c1

Copied from above (15 entries):
Hsp70 displacement	Rat MKP-3 inhibitors	SMILES
1.1%	/	CN1CC(c2ccccn2)C2(SC(=S)N(Cc3ccccc3)C2=O)C12C(=O)Nc1ccccc12 (configuration not stated)
2.4%	-1%	COc1ccc(CCNC(=O)C(=O)Nc2cccc(C)c2)cc1
2.3%	-2%	COc1ccc(C(=O)Nc2cccc(C(=O)Nc3nccs3)c2)cc1
0.4%	4%	CC/C(=C/C(=O)c1ccncc1)Nc1cccc(O)c1
2.8%	3%	CSc1nc2ccc(NC(=O)/C=C/c3ccccc3)cc2s1
-1.9%	10%	CCC1SC2=NCCN2C1(O)c1ccc(Cl)cc1 (configuration not stated)
4.4%	/	CCOc1ccc(-c2nnn(CC(=O)NCc3ccc4c(c3)OCO4)n2)cc1
0.2%	-6%	c1ccc(Cc2nc(-c3ccccn3)no2)cc1
3.7%	-1%	C/C(=N/OCC(=O)N/N=C/c1ccccc1NS(=O)(=O)c1ccc(C)cc1)c1ccccc1
3.8%	/	COc1cc2c(cc1OC)C1C/C(=N\O)C(CC(C)C)CN1CC2 (configuration not stated)
-1.2%	6%	O=C(O)c1ccc(NC(=O)C2C3CCC(C3)C2C(=O)O)cc1 (configuration not stated)
12%	-6%	COc1cc2[nH]c(=S)n(CCCN3CCOCC3)c(=O)c2cc1OC
-1.9%	-9%	CN1CCN(Cc2ccc(OCc3ccccc3)cc2)CC1
2.0%	0%	O=c1c2ccccc2c(=O)c2c1c(O)cc1sc3ccccc3[nH]c12
-4.1%	2%	COc1cc(NC(=O)COc2ccccc2C)cc(OC)c1

Additional results
Hsp70 displacement	Rat MKP-3 inhibitors	SMILES
1.2%	8%	COc1cccc(CNC(=O)C2CCCN(c3nn4c(=O)cc(C)nc4s3)C2)c1 (configuration not stated)
0.0%	9%	CCOc1cc(C2CC(=O)NC3=C2C(=O)C(C(=O)OC)C(C)C3)cc(Br)c1O (configuration not stated)
-2.6%	5%	C(=N\n1cnnc1)/c1cccc(OCCOc2ccc(C3CCCCC3)cc2)c1
-2.6%	/	COc1cccc(CN(CC2CCCO2)S(=O)(=O)c2ccc(S(=O)(=O)N(C)C)cc2)c1 (configuration not stated)
-0.9%	-2%	Cc1ccc(S(=O)(=O)N(Cc2ccccc2)c2ccccc2C(=O)NCCc2ccccc2)cc1
3.6%	-4%	CN(C)C(=O)c1ccccc1-c1ccccc1
4.2%	1%	O=C(CSc1ncc(-c2ccccc2)[nH]1)NCCOc1ccccc1
0.6%	2%	COc1ccc(/C=C(\NC(=O)c2ccc(Cl)cc2)C(=O)NCc2ccco2)cc1OC
2.6%	0%	Cc1onc(-c2c(Cl)cccc2Cl)c1C(=O)Nc1ccc(OCc2ccccc2)cc1
-5.5%	2%	Cc1cc(C(=O)OCC(=O)N2CCOCC2)c2ccccc2n1
1.4%	2%	COC(=O)Cn1c(=NC(=O)CSC(C)=O)sc2ccccc21
0.9%	/	CCn1c(=O)n(CC(=O)N2CC(C)CC(C)C2)c(=O)c2ccccc21 (configuration not stated)
1.3%	-5%	COC(=O)COC(=O)c1ccc(O)cc1
-4.0%	-6%	CCN1C(=O)c2cccc3cccc1c23
-0.7%	/	Cc1ccc(/C(O)=C2/C(=O)C(=O)N(CCN3CCOCC3)C2c2cccs2)cc1 (configuration not stated)
0.2%	11%	CSc1nc(N)nc(SCC(=O)CC(=O)OC(C)C)c1C#N
0.8%	-1%	O=C(O)CCCCCN1C(=O)C(=O)/C(=C(/O)c2ccc([N+](=O)[O-])cc2)C1c1ccccc1F (configuration not stated)
0.3%	0%	O=C(NCC1CCCO1)c1nn2c(c1Br)NC(c1cccs1)CC2C(F)(F)F (configuration not stated)
7.6%	/	COCCNC(=O)Cn1cc(C(=O)c2cccs2)c2ccccc21
-1.8%	/	CCn1c(SCc2nc3ccccc3[nH]2)nnc1-c1ccc(OC)cc1
-2.8%	3%	O=C(CSc1nnnn1-c1ccccc1)c1ccc2c(c1)Cc1ccccc1-2
1.1%	-4%	COc1cc(C=O)c(Br)cc1OCc1ccc(Cl)cc1
-5.4%	-9%	CCCC(=O)C1C(=O)CC(C)(C)C(c2cc(C)no2)C1=O (configuration not stated)
3.6%	8%	COc1ccc(CC(=O)N2CCN(c3ccccn3)CC2)cc1
1.3%&-1.1%	-13%&0%	COC(=O)c1ccccc1NC(=O)COc1ccccc1
-6.1%	4%	COc1cc2c(cc1NS(=O)(=O)c1cccc([N+](=O)[O-])c1)oc1ccccc12
-1.3%	8%	COc1ccc(CSc2nnc(C)n2N)cc1Br
5.9%	-1%	O=C(CCCc1nc(-c2ccccc2Cl)no1)NCc1cccnc1
1.7%	-4%	CC(C)C(C(=O)Nc1nccs1)c1ccccc1 (configuration not stated)
-2.1%	/	CCCCCOc1ccc(CSc2ncn[nH]2)cc1
-3.7%	2%	O=c1oc2cc(OCc3c(F)cccc3Cl)ccc2c2c1CCCC2
4.1%	-5%	CC(C)c1ccc2oc(-c3ccc(NC(=O)c4ncn[nH]4)cc3)nc2c1
0.2%	2%	CCOC(=O)N1CCN(CC(O)COc2ccccc2C(C)CC)CC1 (configuration not stated)
5.7%	0%	Brc1ccc(OCCN2CCCC2)cc1
4.6%	-6%	CCn1c(CCC(=O)Nc2cc(F)ccc2C)nc2cc(S(=O)(=O)N(C)C)ccc21
1.6%	3%	O=C(NC1CCCCC1)C1CC(=O)N(c2ccc(Br)cc2)C1 (configuration not stated)
-1.2%	3%	COC(=O)c1ccc(NC(=O)CCc2c(C)nc3ncnn3c2C)cc1
6.9%	3%	Cc1cc(C)cc(NS(=O)(=O)c2cccc([N+](=O)[O-])c2)c1
-30%	6%	O=C1NC(=O)C(=Cc2cn(CCOc3ccc(Br)cc3)c3ccccc23)C(=O)N1
-10%	4%	N#CC1=C2SCN(c3ccccc3)CN2C(=O)CC1c1ccccc1Cl (configuration not stated)
-2.6%	/	CC(C)OC(=O)c1cc2ccccc2[nH]1
-5.1%	4%	CS(=O)(=O)N(CC(=O)NCCc1ccccc1)c1ccc(Cl)cc1
4.7%	/	COc1cc(NS(=O)(=O)c2ccc(NC(C)=O)cc2)nc(OC)n1
-0.6%&2.8%	-13%&2%	C=C(C)CC1Nc2ccccc2NC1CC(=C)C (configuration not stated)
1.3%	-5%	COc1ccc(NC(=O)Nc2cc(C)ccc2OC)cc1
3.3%	1%	COc1cccc(N(CC(=O)Nc2cc(C)cc(C)c2)S(=O)(=O)c2ccccc2)c1
2.7%	0%	Cc1ccc(-n2c(-c3ccccc3)n[nH]c2=S)cc1
-0.8%	/	CCC(=O)Nc1ccc2nc(C)n(Cc3ccccc3Cl)c(=O)c2c1
1.9%	/	CCCn1c(=O)c2ccccc2n2c(SCC(=O)c3ccc(CC)cc3)nnc12
8.5%	/	Cc1ccc(NC(=O)CSCCc2ccccn2)nc1
-3.7%	2%	O=S(=O)(Nc1ccccc1F)c1ccc(F)cc1
-1.4%	0%	CC(C)(C)c1ccc(C(=O)NNC(=O)c2ccc([N+](=O)[O-])cc2[N+](=O)[O-])cc1
5.3%	-7%	COc1cccc(C2NC(=O)NC(C)=C2C(=O)Nc2ccc(C)cc2)c1 (configuration not stated)
5.1%	/	Cc1ccc(NC(=O)c2ccc(S(=O)(=O)N3CCOCC3)cc2)nc1
/	-4%	O=C(NCc1ccco1)NC12CC3CC(CC(C3)C1)C2
-3.5%	0%	Nc1nc(-c2ccccc2)c(N)c(-c2ccccc2)n1
7.7%	1%	Cc1ccccc1Cc1c(C)nc2ncnn2c1C
-0.8%	6%	O=C(CSc1cccc2cccnc12)OCC(=O)c1ccccc1

Screening data from PubChem.

Only part of the results is shown (hit frequency here may not be typical).
